Screening results from PubChem BioAssay.
M1 ag: agonists of human M1 muscarinic receptor; P11229; CHO-K1 hM1, Fluo-8 calcium fluorescence, agonist mode; 0% DMSO, 100% acetylcholine EC100; activation, % at 3 µM; 360,000 tested, 0.33% active; AID 588814;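 active means activation above the run's mean compound activation plus 3 SD, cut at about 16% in these data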;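 further: peak over basal fluorescence ratio within a 140 s kinetic read after compound addition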
CHO-K1 Ca antag: M1 antagonist counterscreen hit in parental CHO-K1 cells | ATP-induced calcium, Fluo-8 fluorescence | AID 602250 | 360,000 tested, 0.6% active | inhibition, % at 3 µM;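 active means inhibition above a per-plate cutoff, the plate's mean sample inhibition plus 3 SD, cut at about 24% in these data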;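 further: 0% = DMSO plus EC80 ATP and 100% = DMSO alone without ATP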
M1 ag parental: M1 agonist counterscreen hit in parental CHO-K1 cells | 360,000 tested, 0.48% active | activation, % at 3 µM | AID 602248 | Fluo-8 calcium fluorescence; scaled to maximal ATP response, vehicle zero; in the data active means activation above about 15%;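 further: untransfected CHO-K1 host cells lacking M1 receptor as counterscreen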
CHRM1 antagonist: blocks human M1 muscarinic receptor. CHO-K1 hM1, Fluo-8 calcium fluorescence, ACh EC80 antagonist. inhibition, % at 3 µM. 360,000 tested, 1.3% active. AID 588852;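 active means percent inhibition above its own plate's cutoff, namely the mean of that plate's compound wells plus 3 SD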;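 further: peak over basal fluorescence ratio during 140 s after agonist addition; 0% = ACh EC80 plus DMSO and 100% = DMSO alone without agonist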
OXTR potentiator: potentiators of human oxytocin receptor; CHO-OTR cells, Fluo-8 calcium fluorescence, potentiator mode; 0% = oxytocin EC15, 100% = EC100; activation, % at 3 µM; 320,000 tested, 0.061% active;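 active means activation above that plate's cutoff, the mean activation of tested compounds plus 3 SD, cut at about 6.6% in these data, passing the limit was not always enough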;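 further: 100% uses oxytocin at 75 nM as the full agonist control; some results filed as inactive read as strong as hits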
Target sequence (P30559 whole entry, looked up): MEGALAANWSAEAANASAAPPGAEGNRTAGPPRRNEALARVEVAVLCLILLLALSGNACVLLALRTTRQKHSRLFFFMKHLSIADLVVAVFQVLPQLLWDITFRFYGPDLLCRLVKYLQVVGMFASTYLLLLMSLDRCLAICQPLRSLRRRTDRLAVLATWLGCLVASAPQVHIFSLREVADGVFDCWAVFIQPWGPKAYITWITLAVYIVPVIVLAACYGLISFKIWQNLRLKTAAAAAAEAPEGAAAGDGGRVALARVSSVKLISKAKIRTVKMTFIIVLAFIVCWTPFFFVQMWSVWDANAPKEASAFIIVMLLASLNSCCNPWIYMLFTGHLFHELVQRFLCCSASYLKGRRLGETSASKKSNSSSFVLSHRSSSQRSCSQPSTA
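Material: CHO-OTR cells, human receptor; compound dosing: single dose, 3.0 µM nominal final compound concentration; schedule: 6 min compound pre-incubation at room temperature, 100 s kinetic read; measured by: kinetic Fluo-8 calcium fluorescence; read-out basis: % activation vs EC15 and EC100 oxytocin; controls: EC15 oxytocin alone as 0%, 75 nM oxytocin as 100%; replicates: singlicate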
TAAR1 antag: human TAAR1 antagonism. inhibition, % at 3 µM. 360,000 tested, 1.5% active. CHO RD-HGA16 TAAR1, Fluo-8 calcium fluorescence, antagonist. Q96RJ0;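 active means inhibition above a per-plate cutoff, the mean inhibition of test compounds on that plate plus 3 SD, cut at about 49% in these data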;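 further: 0% = DMSO plus EC80 beta-PEA response and 100% = DMSO alone without agonist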
Target sequence (Q96RJ0 whole entry, looked up): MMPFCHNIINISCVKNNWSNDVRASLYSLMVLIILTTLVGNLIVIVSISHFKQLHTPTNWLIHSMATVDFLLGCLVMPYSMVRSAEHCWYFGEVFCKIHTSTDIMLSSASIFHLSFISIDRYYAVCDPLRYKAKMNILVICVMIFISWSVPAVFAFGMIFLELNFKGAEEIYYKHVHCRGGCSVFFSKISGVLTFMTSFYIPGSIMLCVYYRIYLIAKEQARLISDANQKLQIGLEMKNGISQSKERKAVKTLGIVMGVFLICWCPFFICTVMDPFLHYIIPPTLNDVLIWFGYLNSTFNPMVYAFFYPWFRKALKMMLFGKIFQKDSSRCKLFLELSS
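Material: CHO RD-HGA16 cells bearing hTAAR1; compound dosing: one-point dosing, 3 µM nominal final; schedule: dye loading 75 min at 37 °C, then 30 min room temperature; measured by: calcium fluorescence with Fluo-8; control set: vehicle and agonist controls; replication: n of 1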
CHO parental Ca: counter-screen for OX1R antagonists: effect in parental CHO cells; parental CHO-K1, ATP-induced calcium, Fluo-8 fluorescence; inhibition, % at 5.6 µM; 330,000 tested, 0.63% active; AID 463079;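 active means inhibition above that plate's mean sample inhibition plus 3 SD, cut at about 26% in these data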;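 further: 0% = ATP-challenged DMSO wells and 100% = DMSO wells without ATP; some compounds past the cut are filed as inactive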
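Material: Parental CHO cells | Reagent: ATP | Compound dosing: Single nominal dose of 5.6 µM per compound | Detection: Intracellular calcium via Fluo-8 no-wash fluorescent dye | Read-out: % inhibition of ATP-induced calcium mobilization | Benchmarks: Low control ATP plus DMSO, high control DMSO only | Replicates: Singlicate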
TAAR1 agonist: human TAAR1 agonism. CHO RD-HGA16 TAAR1, Fluo-8 calcium fluorescence; vehicle wells 0%, saturating PEA agonist 100%. 360,000 tested, 0.99% active. AID 624467. activation, % at 3 µM;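 active means activation above the mean activation of all test compounds in the run plus 3 SD, cut at about 38% in these data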
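Assay system: CHO-derived RD-HGA16 cells with stable Gα16 and human TAAR1; timing: 17-24 h seeding, 75 min 37 °C dye, 30 min RT; read-out: % activation from peak over basal fluorescence ratio, DMSO-to-PEA scaled; measured by: kinetic Fluo-8 calcium fluorescence; benchmarks: low control DMSO, high control PEA (EC100); doses: 3 µM single concentration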
M1 PAM parental: nonselective activator or artifact in parental CHO-K1 calcium assay; AID 602247; activation, % at 3 µM; 360,000 tested, 0.02% active; ATP EC20, Fluo-8 calcium fluorescence; 0% at ATP EC20, 100% at ATP max;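 active means activation above the run cutoff, the mean activation of all test compounds plus 3 SD, cut at about 40% in these data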;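 further: peak over basal fluorescence ratio in a 140 s read after ATP addition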
* marks the source's active call; other numbers are inactive results; · = not tested or not shown.

mol,M1 ag,CHO-K1 Ca antag,M1 ag parental,CHRM1 antagonist,OXTR potentiator,TAAR1 antag,CHO parental Ca,TAAR1 agonist,M1 PAM parental
COC(=O)C1(CCSC)NC(c2ccccc2OC)C2C(=O)N(C)C(=O)C21 (stereo not given),-1,-6,0.0,-16,-7,-17,-5,3,15
Cc1cc(C)c(C#N)c(SCC(=O)Nc2nonc2N)n1,-5,-6,1.0,0,-8,16,-11,-2,-21
COc1ccc(-n2c3c(cc(C(=O)N4CCC(C)CC4)c2=O)C(=O)CC(C)(C)C3)cc1,-4,-2,-0.3,-10,0,-5,-6,-1,11
CC(C)NC(=O)c1cnc(N2CCN(c3ccccn3)CC2)c2ccccc12,-1,-5,2.5,-27,2,31,-8,15,10
O=C(Nc1ccc(O)cc1)/C(=C\C=C\c1ccccc1)NC(=O)c1ccccc1,-1,-4,3.0,22,-1,50*,-8,6,8
O=C(CCCc1ccccc1)NC1CC1,-8,-3,0.2,-4,-1,-6,6,2,12
O=C(NCCO)c1c(O)c2cccc3c2n(c1=O)CC3,-4,-8,0.0,-3,2,-4,-2,7,5
Cc1csc(N/N=C/c2ccccc2F)n1,-4,-1,-0.3,-3,-13,5,3,4,-10
COC(=O)c1ccc(/C=N/OCC(=O)NC2CCCCCCC2)cc1,-4,-3,3.6,-10,-13,13,-15,8,19
O=C(OCC1OC(n2ccc(=O)[nH]c2=O)C2OC12)c1ccccc1 (stereo not given),-1,-9,0.8,-5,·,11,·,1,6

Other entries follow.
mol,M1 ag,CHO-K1 Ca antag,M1 ag parental,CHRM1 antagonist,OXTR potentiator,TAAR1 antag,CHO parental Ca,TAAR1 agonist,M1 PAM parental
COc1ccc(Br)cc1C(=O)Nc1ccc(C(=O)O)cc1,-4,-4,0.5,-12,-18,-5,13,5,0
N/C(=N\NS(=O)(=O)c1cc(C(F)(F)F)cc(C(F)(F)F)c1)c1ccccn1,-5,4,-0.4,15,1,7,-4,0,-9
CC(C)(CC(=O)OCC(=O)Nc1ccccc1F)CC1=NS(=O)(=O)c2ccccc2N1,1,14,1.9,3,-12,12,-12,4,-16
CCOC(=O)CSc1ccc(C(=O)N2CCN(C)CC2)cc1[N+](=O)[O-],-4,-12,1.6,-6,-1,-4,1,7,20
CCCCC(=O)NC(=S)Nc1cc(C(=O)O)ccc1OC,-7,0,0.1,-6,-3,1,-4,5,14
C=C1C(=O)[C@]23C[C@H]1CCC2[C@@]1(C)C(C[C@@H]3O)[C@](C)(C(=O)OC)CC[C@@H]1O (stereo not given in full),-2,-1,2.5,-25,·,24,·,13,13
O=C(CCCN1C(=O)c2ccccc2C1=O)Oc1ccc(F)cc1,-5,-19,1.9,-4,-4,3,-7,3,18
CCOC(=O)[C@]12CCC=C1N(Cc1ccco1)C(=O)[C@H](CC(=O)N1CCSCC1)C2,·,-9,0.1,·,·,2,·,3,1
COc1ccc(CCNC(=O)c2ccc(OCc3c(C)noc3C)c(OC)c2)cc1,1,-8,1.3,-16,0,23,-16,7,25
COc1ccc(C2C(C#N)=C(/N=C/N3CCN(C)CC3)OC3=C2C(=O)CC(C)(C)C3)cc1OC (stereo not given),-7,-12,0.2,-12,-5,-8,-5,8,-1

Additional structures:
mol,M1 ag,CHO-K1 Ca antag,M1 ag parental,CHRM1 antagonist,OXTR potentiator,TAAR1 antag,CHO parental Ca,TAAR1 agonist,M1 PAM parental
Cc1ccc(C)c2c1cc(C)c1nnc(SCC(=O)NCc3ccc4c(c3)OCO4)n12,-7,3,1.2,0,1,-1,-31,1,12
COc1ccc(/C=N/NC(=O)CCOc2ccccc2C)cc1OC,-6,4,1.4,4,-5,9,-3,0,-10
O=S(=O)(NCC(c1ccco1)N1CCN(c2ccccc2F)CC1)c1ccc(F)cc1 (stereo not given),-4,-10,1.1,-5,5,5,-30,6,21
COc1ccc(S(=O)(=O)N2CCCCCC2)cc1C(=O)N1CCN(c2ccccc2C)CC1,6,-2,13,9,-12,33,-9,18,0
CCc1nc2ccc(C(=O)Nc3ccc4c(c3)OCO4)cc2nc1CC,-6,21,-0.3,4,4,0,-9,-1,-12
Cc1ccc(OCc2cc(C(=O)N3CCCC(C)C3)no2)cn1 (stereo not given),2,-3,8.7,-2,·,4,·,2,2
COC(=O)C(C(=O)OC)c1ccccc1[N+](=O)[O-],-3,-19,1.4,-6,1,-8,0,5,25
CCCN(CC(=O)Nc1ccccc1C)C(=O)/C=C/c1cccs1,1,-5,0.0,15,-9,-3,-3,-1,0
Cc1ccc(OCc2ccc([N+](=O)[O-])cc2)c([N+](=O)[O-])n1,-3,-11,1.4,2,-7,4,6,-1,9
O=C1CCCc2sc3c(c2N1)CCCCC3,-6,13,0.3,1,0,3,-6,6,-5

TAAR1 antag, what is marked active above.
molecule	CHRM1 antagonist	OXTR potentiator	TAAR1 antag
O=C(Nc1ccc(O)cc1)/C(=C\C=C\c1ccccc1)NC(=O)c1ccccc1	22	-1	50*

Three compounds from above with just TAAR1 agonist, M1 PAM parental and CHO-K1 Ca antag:
SMILES | TAAR1 agonist | M1 PAM parental | CHO-K1 Ca antag
Cc1ccc(OCc2cc(C(=O)N3CCCC(C)C3)no2)cn1 (stereo not given) | 2 | 2 | -3
COc1ccc(/C=N/NC(=O)CCOc2ccccc2C)cc1OC | 0 | -10 | 4
COc1ccc(S(=O)(=O)N2CCCCCC2)cc1C(=O)N1CCN(c2ccccc2C)CC1 | 18 | 0 | -2

(listing goes on)
mol,M1 ag,CHO-K1 Ca antag,M1 ag parental,CHRM1 antagonist,OXTR potentiator,TAAR1 antag,CHO parental Ca,TAAR1 agonist,M1 PAM parental
O=C(O)C1CCCC[C@H]1C(=O)Nc1ncc([N+](=O)[O-])s1 (stereo not given in full),4,-7,0.1,-8,0,6,-7,2,13
Cc1cc(C(=O)OC(C)C(=O)Nc2nc(-c3ccccc3)cs2)c(C)o1 (stereo not given),-8,-10,0.3,-7,-5,-3,-3,-2,14
CCc1c(C(=O)NNC(=S)NCCc2ccccc2)csc1C,-2,7,0.2,0,-13,3,-8,7,-9
CCOC(=O)c1[nH]cnc1C(=O)O,0,-9,0.5,-34,-6,8,4,10,21
Cc1cscc1-c1nc(NCC2CC2)nc2ccsc12,-5,-6,-0.4,-5,·,-11,·,3,12
CCCn1cc(SCC(=O)Nc2ccc3c(c2)OCO3)c2ccccc21,0,-1,1.8,-3,-5,-21,25,-1,21
Cc1cc(NC(=O)c2cc(-c3cccs3)nc3ccccc23)no1,-3,-1,1.9,-4,-3,27,-17,2,-5
O=C(c1ccc(COc2c(F)c(F)cc(F)c2F)o1)N1CCN(c2ccc(Cl)cc2)CC1,-4,-20,0.2,-21,-5,3,-17,0,15
C[C@H]1CN([C@@H](C)CO)C(=O)CCCn2nncc2CO[C@@H]1CN(C)S(=O)(=O)c1ccc(-c2ccccc2)cc1,-11,2,-0.3,-10,·,-4,·,3,4
c1ccc(Cn2cc(CN3CCCO3)c(-c3ccc4c(c3)OCO4)n2)cc1,-3,-15,2.0,-2,-11,-8,-13,2,24

Other structures follow:
mol,M1 ag,CHO-K1 Ca antag,M1 ag parental,CHRM1 antagonist,OXTR potentiator,TAAR1 antag,CHO parental Ca,TAAR1 agonist,M1 PAM parental
COc1ccccc1/C=C/C(=O)OCC(=O)N1c2ccccc2CC1C (stereo not given),-5,-8,-0.2,-6,-4,-17,-8,5,14
C/C(N)=C(/C#N)C(=O)CSc1nnc(Nc2ccccc2C)s1,-3,-16,3.0,2,-8,18,-18,10,19
CSC1=NC2(CC(c3ccccc3)Oc3cc(O)ccc32)CC(C)(C)N1 (stereo not given),15,-17,14,2,-21,7,-18,30,15
CC(C)C(NS(=O)(=O)c1c(Cl)cccc1Cl)C(=O)OCC(=O)c1c[nH]c2ccccc12 (stereo not given),0,5,0.9,6,-17,20,-12,7,15
O=C(Cn1nnc(-c2ccccc2)n1)N1CCN(c2ccc(F)cc2)CC1,-3,-14,2.5,-10,-7,-18,-10,0,18
CC(=O)NCc1ccc(-c2nc3ccccc3s2)cc1,-10,-19,1.4,-1,-5,8,-21,15,10
CC1=C(C(=O)N(C)C)CC(CC(=O)NC(c2ccccc2)c2ccccc2)C(=O)N1Cc1ccc(C(C)(C)C)cc1 (stereo not given),-7,8,0.0,5,·,-14,·,0,-5
CCOC(=O)c1sc(-c2ccc(F)cc2)cc1NC(=O)Nc1ccccc1OC,-10,-11,0.9,-9,-4,-13,-13,1,32
O=C(NCCNC(=O)c1ccco1)c1ccc(F)cc1,-2,-9,2.0,-2,-6,5,-15,1,6
CCc1ccccc1N1C(=O)[C@@H]2Cc3ccccc3CN2C1=O,-3,-7,0.7,-10,-2,-17,-26,2,22

Later entries:
mol,M1 ag,CHO-K1 Ca antag,M1 ag parental,CHRM1 antagonist,OXTR potentiator,TAAR1 antag,CHO parental Ca,TAAR1 agonist,M1 PAM parental
Cc1ccc(S(=O)(=O)N2CN(Cc3ccco3)c3nc4ccccc4nc32)cc1,-1,-4,1.0,9,-10,-1,-21,6,12
COc1ccc([C@H]2CC(=O)C=C(c3ccc(CNC(=O)OC(C)(C)C)cc3)C2)cc1,-4,1,8.8,34*,-11,83*,31,19,-18
O=C(C1CCCO1)N1CCN(C(=S)Nc2ccc(F)c(Cl)c2)CC1 (stereo not given),0,-4,1.8,2,-8,-5,-4,0,2
COc1ccc(-n2c(CCc3ccccc3)n[nH]c2=S)cc1,-5,8,-0.4,-1,-2,8,-8,9,-14
Cc1ccc(CNC(=O)C(CC(C)C)OC(=O)c2ccco2)cc1 (stereo not given),-6,-14,-0.2,-16,-8,-11,-17,2,21
